Pf Dd2 inh: inhibitors of Plasmodium falciparum Dd2 growth; Potency, µM (series often up to 28.9 µM), inactives show at the highest dose activity, negative = inhibition, actives largely listed as inhibitors; AID 1347417; 120,000 compounds, 4.3% hits; P. falciparum Dd2 growth, SYBR Green, 72 h; active = well fitted inhibition curve with a large enough effect; inconclusive = small, poorly fitted or top-dose-only effect; inactive = no such curve, though single readings can be large or run the other way;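 note: plate controls were DMSO vehicle for no effect and reference drug for full effect; nearly all actives have a fitted effect of over 65% in size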
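Readout: SYBR Green fluorescence, 485 nm excitation, 535 nm emission, after ~16 h lysis at 37C. Before that, Dd2-infected red cells (2.5% hematocrit) grew 72 h with compound, 29 uM top final concentration.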
Starred values were filed as active, the others as inactive; i = inactive; ? = inconclusive; & = joins results of further samples; [ ] = dose if it differs, or a comment. Potency is the fitted concentration of half-maximal effect. Only part of the results is shown, so the mix of outcomes need not match the whole.

Start of the data: the first 5 records (preview)
No.	SMILES	Pf Dd2 inh
1	CCOC(=O)CC1c2cc(OCC)c(OCC)cc2CCN1C(=O)Nc1cccc(Cl)c1 (stereo unspecified)	-23%
2	Cc1ccc2c(c1)C(c1ccccc1)N(C(=O)Cc1ccc(F)cc1)CC(=O)N2 (stereo unspecified)	?
3	COCCN1Cc2nc(Nc3ccc(F)c(Cl)c3)ccc2OCC1=O	?
4	CCc1ccccc1NC(=O)CSc1ncc2c(n1)-c1ccccc1N(C)S2(=O)=O	i
5	Cc1ccc(COc2ccc(-c3cc(C(F)(F)F)n4nc(C)cc4n3)cc2)cc1	-2%

The whole of this part, from the first entry:
No.	SMILES	Pf Dd2 inh
1	CCOC(=O)CC1c2cc(OCC)c(OCC)cc2CCN1C(=O)Nc1cccc(Cl)c1 (stereo unspecified)	-23%
2	Cc1ccc2c(c1)C(c1ccccc1)N(C(=O)Cc1ccc(F)cc1)CC(=O)N2 (stereo unspecified)	?
3	COCCN1Cc2nc(Nc3ccc(F)c(Cl)c3)ccc2OCC1=O	?
4	CCc1ccccc1NC(=O)CSc1ncc2c(n1)-c1ccccc1N(C)S2(=O)=O	i
5	Cc1ccc(COc2ccc(-c3cc(C(F)(F)F)n4nc(C)cc4n3)cc2)cc1	-2%
6	COc1cc(NC(=O)c2nn(-c3ccc(C)cc3)c(=O)c3c2c2ccccc2n3C)cc(OC)c1OC	32%[activator]
7	CCOC(=O)c1ccc(NC(=O)c2c(C)nn(-c3ccc(F)cc3)c2-n2cccc2)cc1	7%
8	CN1CCC(NC(=O)Cc2c[nH]c3ncc(-c4ccccc4)cc23)CC1	32%[44.1 µM]
9	CCc1ccc(NC(=O)N2CCN(Cc3nc4ccc(C)cc4o3)CC2)cc1	?
10	CCOC(=O)CCCOc1cccn2c(=O)c(-c3cc(C)n(-c4ccccc4C)n3)c(C)nc12	-17%
11	CCN(CC)c1cc(C)c2cc(NC(=O)c3ccccc3OC)ccc2n1	?
12	COc1cccc(NC(=O)CCc2nc3c(C)nn(-c4ccc(C)cc4)c3n(C)c2=O)c1	34%[activator][5.79 µM]
13	COc1cccc(C(=O)N2CCC(C(=O)N3CCc4nc[nH]c4C3)CC2)c1	4%
14	COc1cccc(N2C(=O)OCC23CCN(Cc2c[nH]c4ccccc24)C3)c1 (stereo unspecified)	?
15	O=C1NCCOCCCN(C(=O)NCc2ccc(F)cc2)[C@H]2CCCC[C@@H]12	19%
16	CN(C)CCCOCC1(C)COc2ccc(C(=O)Nc3ccc(F)c(Cl)c3)cc2N1 (stereo unspecified)	-21%[44.1 µM]
17	CC(C)(C)CN1CCCC2(CC(c3cccnc3)=NO2)C1 (stereo unspecified)	?
18	COCC(=O)NC[C@H]1C[C@@H]2CCN1C[C@@H]2c1cc(C2CCCCC2)nn1C	?
19	O=C(NCCCn1ccnn1)c1cccc(S(=O)(=O)N2CCOCC2)c1	1%
20	Cc1ccc(-c2noc([C@@H]3C[C@H](NC(=O)CC(C)(C)CC(=O)O)CN3C)n2)cc1	i
21	CCOc1ccc(NC(=O)c2ccc3c(c2)N(CC)C2CCCCCN2C3=O)cc1 (stereo unspecified)	?
22	CN(C(=O)c1cc2nc(-c3ccco3)cc(C(F)(F)F)n2n1)c1ccc(OC(F)(F)Cl)cc1	-1%
23	CCCCN1C(=O)C(CC(=O)NC2CC2)Sc2ncccc21 (stereo unspecified)	-2%
24	O=C(Cn1cc(S(=O)(=O)Cc2ccc(F)cc2)c2ccccc21)NCc1ccccc1	i
25	CCc1ccc(CNC(=O)CCn2nc(C)c3c(C)n(-c4ccccc4)nc3c2=O)cc1	48%[activator]
26	CCOCCOC1CCN(C(=O)c2sccc2C)CC1	23%
27	CC(CNC(=O)c1ccc2nc(CCc3ccccc3)oc2c1)c1ccccc1 (stereo unspecified)	i
28	CC1CCN(C(=O)c2ccc3c(c2)N(Cc2ccccc2F)C(=O)c2ccccc2S3(=O)=O)CC1	?
29	CCN(CC)C1CCOC2(CCN(C(=O)CCn3nc(C)cc3C)CC2)C1 (stereo unspecified)	-24%
30	CC(=O)Nc1ccc(CN2CCCC3(C2)NC(=O)c2ccccc2O3)cc1 (stereo unspecified)	-23%
31	CN1CCC(Oc2ccc(NC(=O)CCCc3ccccc3)cn2)CC1	-24%
32	O=C(c1cnccn1)N1CCC(N2C(=O)C(OCC3CC3)C23CCOCC3)CC1 (stereo unspecified)	5%
33	O=C(CC1CCCCC1)NC1CCN(c2cn[nH]c(=O)c2)CC1	34%
34	O=C(NCCc1ccncc1)C1CN(C(=O)c2c(F)cccc2F)CC12CCOCC2 (stereo unspecified)	12%
35	CN1C[C@H](O)C[C@H]1c1nnc2n1CCN(C(=O)CC1CCCC1)CC2	12%
36	CNC(=O)c1cc[nH]c1C1CCCN(C(=O)CCc2cc(OC)no2)C1 (stereo unspecified)	-11%
37	CCc1ccc(-n2nc(C)c3c(C)cc(=O)n(CC(=O)Nc4cc(C)ccc4C)c32)cc1	54%[activator]
38	CN(C)c1cccc(C(=O)NC2CCN(c3cnn(C)c(=O)c3)CC2)c1	i
39	CCOc1cccc(CN2CCC(Oc3ccc(-c4noc(C5CC5)n4)cc3)C2)c1 (stereo unspecified)	?
40	CCOc1ccc(CC(=O)NCCc2sc(-c3cccc(F)c3)nc2C)cc1	7%
41	Fc1ccc(-c2nn(-c3ccc(Cl)cc3)c3c2cnc2ccc(F)cc23)cc1	51%[activator]
42	O=C(CC1CCCC1)N1CCN(Cc2ccc(=O)n(CC3CC3)c2)CC1	-9%
43	COc1ccc(-c2nc(S(=O)(=O)c3ccc(Cl)cc3)c(NCc3ccccc3)o2)cc1	?
44	COc1ccc(CCc2nc(NC(=O)Cn3nc4c(cc3=O)CCCCC4)n[nH]2)cc1	-14%
45	COCc1nc(CCNC(=O)C2CCN(S(=O)(=O)N3CCC(C)CC3)CC2)no1	-8%
46	CCOc1ccccc1C(=O)N1CCC2(CC1)NCc1ccccc1-n1ccnc12	i[5.79 µM]
47	COCC(=O)N1CCc2oc(C)c(C(=O)N(C)C)c2C1	?
48	O=C(Nc1c2c(nn1-c1ccc(Cl)cc1)CS(=O)(=O)C2)c1cccc(Cl)c1	-22%
49	COC(=O)CN1C(=O)C(O)(CC(=O)c2ccc(F)cc2)c2ccccc21 (stereo unspecified)	91%[activator]
50	Nc1ncc(C(=O)N[C@@H]2CC[C@@H](N)C2)c(-c2ccccc2)n1	-8%
51	COc1cccc(NC(=O)c2c(C)oc3nc(C)nc(N4CCCC4)c23)c1	-17%
52	CC(C)N1C(=O)CO[C@H]2CN(C(=O)c3cccnc3)C[C@H]21	-8%[44.1 µM]
53	Cc1noc([C@@H]2C[C@H](NC(=O)c3ccc(-c4ccccc4)cc3)CN2C)n1	i
54	O=C(COc1ccccc1)NCc1nnc2ccc(-c3ccc(Cl)cc3)nn12	i
55	COc1cccc(-c2ccc3c(N)c(C(=O)c4ccc(Cl)cc4)sc3n2)c1	6%
56	Cc1nn(-c2ccc(C(C)C)cc2)c(C)c1[C@@H]1C=C[C@@H](NC(=S)NCC(C)C)C1	13µM*
57	COc1ccc(OCc2nc(C3CN(C(=O)c4sccc4C)C3)no2)cc1	-38%
58	COc1ccccc1C(=O)N/C(=C\c1cn(S(=O)(=O)N(C)C)c2ccccc12)C(=O)NCCCn1ccnc1	?
59	COc1ccc(NC(=O)Cn2c(=O)n(Cc3ccccc3OC)c(=O)c3cccnc32)cc1Cl	?
60	COc1cc(OC)c(OC)cc1CN1CCc2nc(Nc3ccc4c(c3)OCCO4)ncc2C1	10µM*

(next part)
No.	SMILES	Pf Dd2 inh
61	COc1cccc(CN(C)Cc2ccccc2C(F)(F)F)c1	-18%[44.1 µM]
62	COc1ccc(C(=O)NCCn2cc(SCc3ccc(C(F)(F)F)cc3)c3ccccc32)cc1OC	i
63	O=C1NCCOCCN(C(=O)COCc2ccccc2)[C@H]2CCC[C@@H]12	3%
64	COc1ccc(-c2nnc3ccc(N4C[C@@H](C)O[C@@H](C)C4)nn23)nc1	?
65	CCn1cc(S(=O)(=O)N2CCC3(CC2)CN(C(C)=O)CC3COC)cn1 (stereo unspecified)	i
66	Cc1ccc2occ(CC(=O)N(Cc3ccc(Cl)cc3)C3CCS(=O)(=O)C3)c2c1 (stereo unspecified)	-25%
67	Cc1ccccc1Nc1c(-c2cccc(Cl)c2)nc2ncccn12	-3%
68	O=C(c1cc(F)cc(F)c1)N1CCC(c2nc(-c3ccc(S(=O)(=O)N4CCCC4)cc3)no2)CC1	-6%
69	O=C(NCCCN1CCN(c2cccc(Cl)c2)CC1)c1ccc2nc(Cc3ccccc3)oc2c1	?
70	O=C(Cn1cc(SCc2cccc(F)c2)c2ccccc21)N1CCOCC1	-15%
71	O=C(c1ccc(Cl)nc1)N1CCC(c2nn(Cc3ccccc3)c(=O)[nH]2)CC1	-27%&14%
72	COc1ccc(-n2cnc3cccnc32)cc1	21%[44.1 µM]
73	CC(=O)c1ccc(NC(=O)O[C@@H]2CO[C@H]3[C@@H]2OC[C@@H]3n2nnnc2SCc2ccco2)cc1	6.3µM*
74	COc1cccc(N2C(=O)CSC23C(=O)N(Cc2ccccc2F)c2ccccc23)c1 (stereo unspecified)	-19%
75	CCN(CC)C(=O)C1CCN(C(=O)N2CC3CC(C2)[C@H]2CCCC(=O)N2C3)CC1 (stereo partly specified)	-3%
76	COc1ccccc1S(=O)(=O)Cc1ccc(C(=O)N2CCN(c3cc(Cl)ccc3C)CC2)o1	?
77	Cc1ccc(NC(=O)N2CCCC2c2nncn2C2CCCC2)c(C)c1 (stereo unspecified)	-16%
78	Cc1cccc(NC(=O)N2CCCC(Cn3c(C4CC4)nc4cccnc43)C2)c1C (stereo unspecified)	-25%
79	Cc1ccc(-c2cc(N3CCCN(C(=O)c4ccc(N(C)C)cc4)CC3)n[nH]2)cc1C	-21%
80	c1cc(CN2CCNc3cc(-c4ccsc4)ncc3C2)ccn1	i
81	CCOC(=O)C1=C(CN(CC)Cc2ccccc2)NC(=O)NC1c1ccc(OC(C)C)cc1 (stereo unspecified)	-22%
82	CCCNC(=O)CSc1c(CCC)cnc2c1c(=O)n(C)c(=O)n2C	2%
83	CS(=O)(=O)N1CC[C@@H]2C(=O)NCCCCCCN(Cc3ccncc3)[C@@H]2C1	-6%
84	Cc1ccc(NC(=O)NC(C)c2c(-n3cccc3)sc(C)c2C)cc1F (stereo unspecified)	i
85	Cc1noc(C)c1C(=O)N1CCC2(CC1)NCCc1c2[nH]c2ccccc12	-24%
86	COc1cccn(CC(=O)N(C)CCn2nc(C)cc2C)c1=O	0%
87	Clc1ccc(CCNc2ncnc3c2c(-c2ccccc2)cn3-c2ccccc2)cc1	?
88	COc1cccc(NC(=O)Cn2c(=O)n(CCCCC(=O)NCc3ccccc3Cl)c(=O)c3ccccc32)c1	i
89	COc1ccc(OC)c(NCc2cccn2-c2nnc(N3CCCCC3)s2)c1	?
90	CC1=C[C@@H](CN2CCC(C(N)=O)CC2)[C@H](C(C)C)C[C@H]1Cc1nnc(-c2ccc(C)cc2)o1	?
91	CCNC(=O)N1CCC(c2noc(COc3ccc(C)cc3)n2)CC1	10µM*
92	CCC(=O)N1CCCc2cc(S(=O)(=O)N3CCC(C(=O)NC4CCC(C)CC4)CC3)ccc21 (stereo unspecified)	?
93	O=C(c1ccc(F)cc1Cl)N1C[C@@H](CO)[C@H](c2ccncc2)C1	-6%
94	C=CCNC(=O)N[C@H]1CCN(C(=O)CSC)[C@@H]1C(=O)N[C@@H](Cc1cccs1)C(N)=O	?
95	CC1(C(=O)NCc2ccncc2)CCCc2cnc(Nc3ccccc3F)nc21 (stereo unspecified)	-7%[44.1 µM]
96	CC(=O)Nc1cccc(C(=O)N2CCC(n3cc(-c4nc(-c5ccccc5)no4)nn3)C2)c1 (stereo unspecified)	4.5µM*
97	COCCN1C(=O)[C@H]2CN(Cc3ccc(OC)c(Br)c3)C[C@H]2C1=O	-2%
98	Cc1ccc(C(c2cccnc2)n2cc(-c3cncnc3)nn2)cc1C (stereo unspecified)	4%
99	CN(Cc1cccnc1)C(=O)C1CCCCC(=O)N1C (stereo unspecified)	25%
100	CC(=O)NCCNC(=O)C[C@@H]1c2nc(NC(=O)C3CCCCC3)sc2C[C@@H]2[C@](C)(CO)[C@H](O)CC[C@]21C	?
101	Cc1ccc(Cn2nc(C)c(NC(=O)c3cc(-c4ccc(F)cc4)on3)c2C)cc1	i
102	CO[C@H]1C(=O)N(C2CCN(C(=O)Nc3ccccc3)CC2)[C@H]1c1ccncc1	-7%
103	COc1cccc(CN2C[C@@H]3C(=O)N(CCCN4CCCC4=O)C(=O)[C@@H]3C2)c1	-8%
104	COCCCNC(=O)c1c(OCC2CC2)cc(=O)n2c1CCOCC2	-4%
105	CC(C)CC(=O)Nc1cc(-c2ccccc2F)nn1-c1ccccc1	i
106	Fc1ccc(-c2cc(CC3(NCc4ccc5c(c4)OCO5)COC3)no2)cc1	-12%[44.1 µM]
107	O=C(NCCc1csc(-c2ncccn2)n1)C1NCCc2[nH]cnc21 (stereo unspecified)	4%
108	Cc1nc(CN2C(=O)OC3(CCN(C(=O)COc4ccccc4C(N)=O)CC3)C2(C)c2ccccc2)cs1 (stereo unspecified)	?
109	NS(=O)(=O)c1ccc(CCNC(=O)Cn2c(=O)c3cccn3c3ccc(F)cc32)cc1	-7%
110	CCC(=O)Nc1ccc(S(=O)(=O)NCc2ccc3c(c2)CCN3C(=O)c2ccc(C)cc2)cc1	?
111	Cc1cc(C(=O)N2CC3CC(C2)[C@H]2CCCC(=O)N2C3)no1 (stereo partly specified)	-1%
112	CC(C)CCNS(=O)(=O)c1ccc(N2CCCCS2(=O)=O)cc1	i

Exported with each value named: part of the list above.
111. Cc1cc(C(=O)N2CC3CC(C2)[C@H]2CCCC(=O)N2C3)no1 (stereo partly specified)
  Pf Dd2 inh = -1%
49. COC(=O)CN1C(=O)C(O)(CC(=O)c2ccc(F)cc2)c2ccccc21 (stereo unspecified)
  Pf Dd2 inh = 91%[activator]
